Screening results deposited in PubChem BioAssay by Broad Institute.
FN deposit inh – fibronectin deposition inhibition. inhibition, % at 12.6 µM. AID 743247. AH1F fibroblasts, Alexa488-fibronectin deposition fluorescence, overnight. 350,000 compounds, 0.086% hits;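 active = mean inhibition across replicates of 30% or more, regardless of how many single replicates reach that level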;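 also: positive control wells lacked labelled fibronectin entirely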
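Material: AH1F fibroblast monolayer depositing Alexa488-labelled fibronectin into matrix / Amount: 10000 AH1F cells per well / Signal: fluorescence 485/525 nm / Medium: DMEM, 2% serum / Compound: single dose, pinned / Incubation: 1 h cell adhesion before compound, then overnight fibronectin incubation / Reagent: Alexa488-FN, 24 nM final / Read-out: inhibition of fibronectin deposition signal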
S100A4 inh HTS – inhibitors of human S100A4 binding to myosin IIA peptide | P26447 | S100A4/TAMRA-MyoIIA peptide fluorescence polarization | inhibition, % at 10.7 µM | 360,000 compounds, 0.14% hits;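 active = mean inhibition of at least 70% across replicates, with every replicate also reaching that level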
Target sequence (P26447 whole entry, looked up): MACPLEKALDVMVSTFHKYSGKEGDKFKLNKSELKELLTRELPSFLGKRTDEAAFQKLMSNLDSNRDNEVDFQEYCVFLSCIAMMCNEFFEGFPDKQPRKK
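incubation = readout 5 min after mixing, signal stable up to 60 min | system = S100A4 monomer protein | buffer or medium = HEPES pH 7.2 with CaCl2, KCl, NaCl, DTT, Triton | benchmarks = neutral control DMSO, positive control TFP | also added = fluorescent myosin IIA peptide, 5 nM | compound dosing = one concentration per compound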
Statin myotox sup – suppressors of simvastatin-induced myotoxicity in C2C12 myotubes. ATP luminescence, 48 h; scaled: DMSO 0, geranylgeraniol control 100. 330,000 compounds, 0.78% hits. rescue of ATP level, % at 7.49 µM. AID 602340;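 active = mean ATP rescue above about 67%, or every replicate alone reaching that limit, limit read from the data, passing the limit was not always enough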;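 also: myotubes were challenged with 10 µM simvastatin during compound exposure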
esBAF inh – SWI/SNF esBAF complex inhibition | mouse ES cells, Bmi1-luciferase knock-in reporter, 24 h; 100% = twice the neutral-well signal | reporter increase, % at 12.5 µM | 350,000 compounds, 2% hits; in the data active = activation above about 40%;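 also: 0% = median of the plate's neutral control wells and 100% = double that signal; a rise in the Bmi1 reporter signal indicates esBAF inhibition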
CASP6 VEID inh – inhibitors of human caspase-6; 350,000 compounds, 0.53% hits; inhibition, % at 12.5 µM; P55212; purified caspase-6, Z-VEID-R110 cleavage fluorescence;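 active = mean inhibition across replicates at least about 35%, with every replicate also reaching that limit, limit read from the data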;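 also: 0% = median of neutral control wells and 100% = no fluorescence left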
Target sequence (P55212 24-179 limits assumed): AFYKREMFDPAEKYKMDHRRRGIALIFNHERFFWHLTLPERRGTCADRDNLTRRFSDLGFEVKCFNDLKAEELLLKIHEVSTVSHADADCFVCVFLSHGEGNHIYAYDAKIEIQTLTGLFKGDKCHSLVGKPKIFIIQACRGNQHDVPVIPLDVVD
Target sequence (P55212 194-293 limits assumed): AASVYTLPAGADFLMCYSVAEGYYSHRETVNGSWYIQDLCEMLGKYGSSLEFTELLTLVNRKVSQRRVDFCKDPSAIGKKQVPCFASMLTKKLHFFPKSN
SIRT5 block – inhibitors of human sirtuin-5 desuccinylase; Purified SirT5, succinyl-peptide AMC, trypsin-coupled fluorescence; inhibition, % at 15 µM; 330,000 compounds, 1.1% hits; in the data active = inhibition above about 15%
Target sequence (Q9NXA8 whole entry, looked up): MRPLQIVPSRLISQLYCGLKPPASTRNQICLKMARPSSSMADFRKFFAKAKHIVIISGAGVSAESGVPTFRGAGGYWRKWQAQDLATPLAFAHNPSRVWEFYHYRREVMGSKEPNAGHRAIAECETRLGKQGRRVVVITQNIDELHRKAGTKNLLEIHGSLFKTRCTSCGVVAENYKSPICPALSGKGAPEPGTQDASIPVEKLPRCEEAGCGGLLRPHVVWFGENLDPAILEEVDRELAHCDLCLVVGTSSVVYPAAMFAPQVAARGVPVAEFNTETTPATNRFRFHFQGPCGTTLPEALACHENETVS
LGR2 inh – blocks bursicon-induced cAMP signaling via Drosophila LGR2; HEK293 LGR2, CRE-luciferase, bursicon-stimulated, 4 h; inhibition, % at 9.99 µM; 380,000 compounds, 0.35% hits; AID 720647;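 active = drop in luminescence signal, shown as inhibition above about 50% in the replicate tests, limit read from the data, passing the limit was not always enough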;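 also: agonist challenge used bursicon conditioned medium at about half maximal strength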
Active calls of the source: *; / = no result given. Only part of the results is shown (hit frequency here may not be typical).

smiles	FN deposit inh	esBAF inh	CASP6 VEID inh	SIRT5 block	Statin myotox sup	LGR2 inh	S100A4 inh HTS
C[C@@H]1CN([C@H](C)CO)C(=O)c2cc(NC(=O)C3CCCCC3)ccc2O[C@@H](C)CCCCO[C@@H]1CN(C)C(=O)NC1CCCCC1	/	-6	2	-4	-25	-1	9
CC1(C(=O)Nc2ccc3nc[nH]c3c2)CCN1C(=O)C1(c2ccccc2)CC1 (stereo not given)	10	1	-2	/	-3	-11	-3
C[C@@H](NC(=O)C[C@H]1CC[C@H]2[C@@H](COC[C@H](O)CN2C(=O)Nc2cc(Cl)cc(Cl)c2)O1)c1ccccc1	-6	6	1	2	-11	8	-2
Cc1ccc(NC(=O)NC(=O)c2cnccc2C(F)(F)F)c(C)c1	-5	-7	0	-3	7	10	-1
CC(=O)Nc1cccc(C(=O)OCC(=O)Nc2c(C)nn(-c3ccccc3)c2C)c1	5	-2	-5	-1	-4	9	-1
CO[C@@H]1CN(C)C(=O)c2ccc(NS(C)(=O)=O)cc2OC[C@@H](C)N(CCC(F)(F)F)C[C@H]1C	13	1	0	1	-6	-3	6
O=C(C[C@H]1CC[C@@H](NC(=O)c2ccncc2)[C@@H](CO)O1)NCCc1ccncc1	5	-2	1	-2	-8	-4	-11
COc1ccccc1-c1ccc2c(c1)O[C@H](CN(C)C(=O)c1ccncc1)[C@H](C)CN([C@H](C)CO)S2(=O)=O	/	1	8	-3	-41	-10	-1

The list continues.
smiles	FN deposit inh	esBAF inh	CASP6 VEID inh	SIRT5 block	Statin myotox sup	LGR2 inh	S100A4 inh HTS
Cc1cccc(N2C(=O)C(Cl)=C(N3CCOCC3)C2=O)c1	4	-7	9	5	2	-1	-3
C[C@@H]1CN([C@@H](C)CO)C(=O)c2cccc(NS(=O)(=O)c3ccc(F)cc3)c2O[C@@H]1CN(C)Cc1ccc2c(c1)OCO2	/	1	2	-1	-8	-10	-3
CCOC(=O)C1=C(C)NC(=O)/C1=C\N(C)C	-8	/	0	-1	/	-12	3
COC(=O)c1sccc1N/N=C/c1cccc(Oc2ccccc2)c1	-5	-10	-2	0	-13	20	1
COc1ccccc1C#Cc1ccc2c(c1)O[C@@H](CN(C)Cc1cccnc1)[C@H](C)CN([C@@H](C)CO)S2(=O)=O	13	9	-3	14	-27	43	4
CCCCCC(=O)N1C[C@@H](n2cc(COC(=O)c3ccccc3)nn2)[C@H](O)C[C@@H]1c1ccc(OC)cc1	1	-4	5	0	-5	4	0
C[C@H](CO)N1C[C@H](C)[C@H](CN(C)C(=O)NC2CCCCC2)OCCCC[C@H](C)Oc2ccc(NS(=O)(=O)c3ccccc3)cc2C1=O	-16	10	0	7	/	-5	3
O=C(COC(=O)Cc1ccccc1[N+](=O)[O-])NCc1ccc(F)cc1	4	-3	0	1	5	8	3

More results
smiles	FN deposit inh	esBAF inh	CASP6 VEID inh	SIRT5 block	Statin myotox sup	LGR2 inh	S100A4 inh HTS
COc1ccc(-c2cc(C)no2)cc1S(=O)(=O)NCC1CCN(Cc2cc(C)ccc2C)CC1	6	-28	-30	0	-31	-3	-9
CCOC(=O)c1c(-c2ccccc2)csc1NC(=O)C1CCCO1 (stereo not given)	-5	-6	/	/	-5	/	/
Cc1ccc(S(=O)(=O)N(C)C[C@H]2OCCCC[C@@H](C)Oc3ccc(NS(=O)(=O)c4cn(C)cn4)cc3C(=O)N([C@@H](C)CO)C[C@H]2C)cc1	-8	-4	-1	8	/	1	-1
O=S(=O)(NC1=NCCCCC1)c1ccc2ccccc2c1	5	19	/	/	13	-8	/
NS(=O)(=O)c1ccc(CNS(=O)(=O)c2cc(C(=O)O)ccc2Cl)cc1	2	/	32	0	/	/	-3
CS(=O)(=O)Nc1cccc(C2=NN(C(=O)CCC(=O)O)C(c3cccs3)C2)c1 (stereo not given)	-10	2	-3	-2	25	-17	-8
Cc1ccc(S(=O)(=O)Nc2ccc(C(=O)NCCCn3ccnc3)cc2)cc1[N+](=O)[O-]	6	1	-7	0	1	10	-19
O=C(Nc1ccccc1C(=O)N/N=C/c1ccccc1)c1ccco1	-5	36	3	-2	-4	-22	3

Remaining list, next part
smiles	FN deposit inh	esBAF inh	CASP6 VEID inh	SIRT5 block	Statin myotox sup	LGR2 inh	S100A4 inh HTS
COc1ccc(NC(=O)N(C)C[C@@H]2OCCCC[C@@H](C)Oc3ccc(NC(=O)Cc4ccccc4)cc3C(=O)N([C@H](C)CO)C[C@H]2C)cc1	/	25	0	6	/	-11	-8
O=S1(=O)CCC(N2CCOCC2)C1 (stereo not given)	-5	-1	/	/	6	/	/
c1ccc(CCNCCOc2ccccc2)cc1	-12	3	-1	-2	3	3	-2
COCCNc1ncnc2c1ncn2[C@H]1CN(Cc2ccncc2)C[C@@H](CO)O1	-7	1	0	-3	-15	-25	-1
O=C(COc1ccccc1Cl)Nc1ccc2[nH]c(=O)[nH]c2c1	-3	-3	1	-3	-5	-10	1
Cn1nc([N+](=O)[O-])nc1Sc1cccc2cccnc12	-12	/	-2	/	/	-6	-1
Cc1cc(-c2ccc(C(C)C)c(S(=O)(=O)N3CCOc4ccccc43)c2)on1	0	-1	-1	-4	11	10	-1
CC1CCc2c(sc(NC(=O)c3c([N+](=O)[O-])cnn3C)c2C(N)=O)C1 (stereo not given)	/	-6	4	-3	-5	16	-17

One compound at a time, as listed above.
Cc1cccc(N2C(=O)C(Cl)=C(N3CCOCC3)C2=O)c1 is entered as FN deposit inh = 4; esBAF inh = -7; CASP6 VEID inh = 9; SIRT5 block = 5; Statin myotox sup = 2; LGR2 inh = -1; S100A4 inh HTS = -3
COc1ccc(-c2cc(C)no2)cc1S(=O)(=O)NCC1CCN(Cc2cc(C)ccc2C)CC1 is entered as FN deposit inh = 6; esBAF inh = -28; CASP6 VEID inh = -30; SIRT5 block = 0; Statin myotox sup = -31; LGR2 inh = -3; S100A4 inh HTS = -9

Remaining list, next part:
smiles	FN deposit inh	esBAF inh	CASP6 VEID inh	SIRT5 block	Statin myotox sup	LGR2 inh	S100A4 inh HTS
O=C1CC(c2ccccc2)CC(O)=C1C=NCCN1CCN(C(=O)Nc2ccccc2)CC1 (stereo not given)	6	0	/	/	-7	/	/
COc1ccccc1NC(=O)N[C@H]1CC[C@@H](CCNS(=O)(=O)c2ccc(F)cc2)O[C@@H]1CO	/	2	-1	19*	5	20	8
CCc1ccc(C(=O)COC(=O)c2cccs2)cc1	-4	34	/	/	19	/	/
C[C@H](CO)N1C[C@H](C)[C@H](CN(C)S(=O)(=O)c2ccc(Cl)cc2)OCCCC[C@H](C)Oc2ccc(NC(=O)Nc3ccc(F)cc3)cc2C1=O	10	-1	0	8	/	16	-10
COc1ccc(C(=O)N2CCN(c3ccc(NC(=O)c4cccnc4)cc3)CC2)cc1	-4	-11	-4	-2	14	19	-4
CCCN(C)C[C@@H]1OCCCC[C@@H](C)Oc2ccc(NC(=O)Nc3ccc4c(c3)OCO4)cc2C(=O)N([C@H](C)CO)C[C@H]1C	/	9	0	-7	-4	3	8
CO[C@H]1O[C@H](CO)[C@@H](OC(=O)Nc2ccccc2)[C@H](OC(=O)Nc2ccc3c(c2)OCO3)[C@H]1OC(=O)Nc1ccc2c(c1)OCO2	/	/	-1	2	/	/	1
CNC(=S)N/N=C/c1ccc2c(c1)OCCO2	3	22	1	1	6	-12	-15

Later entries:
smiles	FN deposit inh	esBAF inh	CASP6 VEID inh	SIRT5 block	Statin myotox sup	LGR2 inh	S100A4 inh HTS
CCOc1ccc(Br)cc1S(=O)(=O)Nc1ccc(NC(=O)c2ccccc2C)cc1	8	/	0	/	/	/	0
O=C(NCC1CCCO1)C1CCCN1C(=O)Nc1ccccc1[N+](=O)[O-] (stereo not given)	-2	0	-3	-1	-3	14	15
CN(C)S(=O)(=O)c1ccc(NC(=O)CN2CCN(c3ccccn3)CC2)cc1	4	-6	0	-3	1	-2	-5
C[C@@H]1CCCCO[C@H](CN(C)CC2CCCCC2)[C@H](C)CN([C@H](C)CO)C(=O)c2cc(NC(=O)Cc3ccccc3)ccc2O1	/	-1	1	-6	/	-3	6
CO[C@H]1CN(C)C(=O)c2ccc(NC(C)=O)cc2OC[C@@H](C)N(CCC(F)(F)F)C[C@H]1C	-6	0	-1	2	2	-4	5
O=S(=O)(NNc1nccc(C(F)(F)F)n1)c1cccc(Cl)c1Cl	-14	2	-3	1	-3	12	-8
O=C(CN1C(=O)NC2(CCc3ccccc32)C1=O)c1ccc(F)c(F)c1 (stereo not given)	-1	-4	4	-2	-6	8	2
Cc1cc(=O)n2[nH]c(-c3cccc(Cl)c3)cc2n1	-2	35	0	-5	2	-39	17

(continued)
smiles	FN deposit inh	esBAF inh	CASP6 VEID inh	SIRT5 block	Statin myotox sup	LGR2 inh	S100A4 inh HTS
COc1ccc(-c2ccc(=O)n(CC(=O)Nc3ccc4c(c3)OCCO4)n2)cc1	/	-5	1	-10	-1	10	-1
Cn1ncc2c(Nc3ccccc3Cl)nc(Nc3ccccc3Cl)nc21	10	/	-1	-2	/	-6	0
COc1cc2c(cc1OC)CN(CC(=O)Nc1ccccc1C(=O)NC1CC1)CC2	0	-1	0	-4	15	0	-24
OCC1OCOC2C(CO)OCOC12 (stereo not given)	/	2	1	2	1	/	6
O=C(C1CC(c2ccccc2O)=NO1)N1CCCC1 (stereo not given)	/	23	-1	1	-47	0	4
CO[C@@H]1CN(C)C(=O)c2ccc(NC(=O)Nc3c(C)noc3C)cc2OC[C@H](C)NC[C@H]1C	-5	-7	/	-1	1	0	-5
CCn1c(SCC(=O)Nc2ccc(N3CCOCC3)cc2)nnc1C1CC1	-3	0	-3	-4	1	-9	-4
COc1cc2c(cc1OC)C(c1ccccc1F)NCC2 (stereo not given)	-2	1	-2	-1	4	6	-2

(cont.)
smiles	FN deposit inh	esBAF inh	CASP6 VEID inh	SIRT5 block	Statin myotox sup	LGR2 inh	S100A4 inh HTS
CO[C@H]1CN(C)C(=O)c2cc(NS(=O)(=O)CC(F)(F)F)ccc2OC[C@@H](C)NC[C@@H]1C	-10	-6	0	-1	14	-2	-6
CCOc1ccc(CNC(=O)CCCC(=O)n2nc(C)c3ccccc32)cc1	2	-2	-1	2	27	10	4
O=C(O)C[C@@H]1CC[C@H](NC(=O)Nc2ccccc2)[C@H](CO)O1	-9	2	14	2	-19	10	11
CCc1cc2c(SCC(=O)Nc3ncc(Cl)c(C)c3Cl)ncnc2s1	-1	/	0	-4	/	-7	-21
Nc1nc2ccc(C(=O)N3CCCCC3)cc2s1	7	-4	4	-4	-3	1	-4
Cc1nc(C(=O)NNC(=O)c2ccccc2)c(C(F)(F)F)o1	-13	-7	-4	-4	1	-2	-1
COc1ccccc1CCC(=O)Nc1ccc(S(=O)(=O)Nc2nccs2)cc1	3	-2	2	4	2	-14	-8
COc1ccc(NC(=O)N(C)C[C@@H]2Oc3ccc(NC(=O)Cc4cn(C)c5ccccc45)cc3C(=O)N([C@H](C)CO)C[C@H]2C)cc1	/	-2	1	5	/	/	3
COc1ccc(-c2cc(C(=O)N/N=C/c3ccc4c(c3)OCO4)c3ccccc3n2)c(OC)c1	1	4	/	/	-7	/	/
